Source: PubChem BioAssay
TNF death inh – inhibitors of TNF-alpha triggered necroptosis, primary screen, cell-based, Jurkat FADD-/-, single concentration. Jurkat FADD-/- TNF necroptosis rescue, ATP luminescence, 24 h; 0 = TNF only, 100 = no-TNF cells. AID 463075, 2010. hit rate 0.068% among 220,000. activation (protection from cell death), % at 10 µM;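 active = activation, meaning protection from cell death, of at least 50% relative to plate controls; inactive = activation below 50%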;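 also: necroptosis triggered by 40 ng/mL TNF-alpha added together with compound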
Hck-Nef inh – inhibitors of Nef-activated human Hck kinase, primary screen, biochemical, Z-Lyte FRET, 384-well, Hck-YEEI; Tyrosine-protein kinase HCK (Homo sapiens), P08631; Recombinant Hck-YEEI plus Nef, Z-Lyte FRET kinase assay; inhibition, % at 20 µM; hit rate 0.68% among 220,000; AID 463187, 2010;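 active = Hck-Nef kinase inhibition above about 50%, limit read from the data; inactive = inhibition below that limit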;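 also: 0% = DMSO with Hck plus Nef and 100% = Hck alone without Nef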
Runt-SMMHC FRET – inhibitors of RUNX1 Runt–CBFb-SMMHC binding, primary screen, biochemical, FRET, Cerulean-Runt, Venus-CBFb-SMMHC, uHTS; Runt-related transcription factor 1 (Homo sapiens) + Core-binding factor subunit beta …; Cerulean-Runt/Venus-CBFb-SMMHC FRET ratio 530/480, 1 h; inhibition, % at 20 µM; hit rate 0.74% among 220,000; AID 1434, 2008;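 active = mean inhibition across duplicate retests at 20 µM reaching about 50%, limit read from the data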;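 also: 0% = DMSO wells and 100% = wells with excess untagged CBFb-SMMHC; inhibitors lower the FRET ratio by blocking Runt binding to CBFb-SMMHC; some results filed as inactive read as strong as hits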
Runt-CBFb FRET – inhibitors of RUNX1 Runt–CBFb binding, primary screen, biochemical, FRET, Cerulean-Runt, Venus-CBFb, uHTS | Runt-related transcription factor 1 (Homo sapiens) + Core-binding factor subunit beta … | Cerulean-Runt/Venus-CBFb FRET ratio 530/480, 1 h | inhibition, % at 20 µM | hit rate 0.46% among 220,000;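 active = inhibition over about 50% at 20 µM in the single-dose screen, limit read from the data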;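 also: 0% = DMSO wells and 100% = excess unlabeled CBFb competitor control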
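Assay system: Cerulean-Runt domain fusion protein, energy donor; Signal: fluorescence energy transfer, 422 nm excitation, 530/480 nm emission; Timing: 1 h compound exposure, room temperature; Control set: unlabeled CBFb; Medium: Tris buffer pH 7.5 with salts and BSA; Compound: single test concentration of 20 µM, 1% DMSO final; Probe or stimulus: Venus-CBFb 100 nM.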
L929 necroptosis – inhibitors of zVAD-triggered necroptosis, primary screen, L929 cells; L929 zVAD necroptosis rescue, ATP luminescence, 24 h; with zVAD 60 µM; viability rescue, % at 10 µM; AID 1377, 2008; hit rate 0.38% among 220,000;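 active = activation, scaled between plate controls, above about 75%, limit read from the data; inactive = activation under that limit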;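 also: 0% = zVAD with DMSO and 100% = DMSO alone without zVAD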
RBBP9 inhibitor – human RBBP9 inhibitors, primary screen, biochemical, fluorescence polarization, FP-Rh probe, HTS; hit rate 0.2% among 220,000; inhibition, % at 7.94 µM; AID 1515, 2009; recombinant RBBP9; Serine hydrolase RBBP9 (Homo sapiens), O75884;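 active = inhibition above the campaign mean of all tested compounds plus 3 SD, cut at about 14% in these data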;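 also: plate controls were DMSO wells with RBBP9 for no effect and wells lacking RBBP9 protein for full effect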
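Test system – recombinant human RBBP9 · Input – RBBP9 2.5 µM in dispensing solution, pre-mixing · Medium – Tris buffer pH 8.0, NaCl, Pluronic · Schedule – preincubation 30 min plus labeling 45 min at 25 °C · Measured by – fluorescence polarization · Measure – % inhibition · Controls – DMSO and no-protein wells · Replicates – one well per compound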
EP2 modulator – EP2 receptor modulators, cAMP readout, primary screen, cell-based, HTRF cAMP, PGE2 stimulation | hit rate 0.83% among 260,000 | Prostaglandin E2 receptor EP2 subtype (Homo sapiens), P43116 | EP2-expressing cells, cAMP HTRF FRET, PGE2 co-stimulation | induction, % at 25 µM;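 active = compounds whose cAMP rise, as percent of the full-agonist control response, exceeds 60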;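 also: rat C6 glioma line stably carrying human EP2 under a CMV promoter; the protocol text gives 20 µM as final concentration; 100% = response of wells given 1 µM PGE2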
PGE2 EP2 inh – human EP2 receptor antagonists, primary screen, TR-FRET cAMP, C6 glioma cells; Prostaglandin E2 receptor EP2 subtype (Homo sapiens), P43116; C6 glioma cells expressing human EP2; cells stimulated with saturating PGE2; inhibition, % at 25 µM; hit rate 0.52% among 260,000; AID 1422, 2008;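 active = percent inhibition above 40 after rounding to a whole number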;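 also: rat C6 glioma host cells with rolipram phosphodiesterase inhibitor present; the protocol text gives 20 µM as final concentration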
PERK inh – block of dimerizer-induced PERK translation repression, primary screen, PERK inhibitor project, CHO PERK-DD cells, SEAP luminescence, HTS. Eukaryotic translation initiation factor 2-alpha kinase 3 (Homo sapiens), Q9NZJ5. CHO PERK-DD fusion, SEAP luminescence translation reporter. inhibition, % at 5.6 µM. hit rate 0.17% among 220,000. AID 1416, 2008;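 active = inhibition above the mean inhibition of all tested compounds plus 3 SD, set separately per screening campaign, cut at about 2.9% in these data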;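 also: PERK kinase domain activated by AP20187 dimerizer at 100 nM; 0% = DMSO with dimerizer and 100% = rapamycin at 8.4 µM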
Target sequence (Q9NZJ5 whole entry, looked up, the tested form may be a part): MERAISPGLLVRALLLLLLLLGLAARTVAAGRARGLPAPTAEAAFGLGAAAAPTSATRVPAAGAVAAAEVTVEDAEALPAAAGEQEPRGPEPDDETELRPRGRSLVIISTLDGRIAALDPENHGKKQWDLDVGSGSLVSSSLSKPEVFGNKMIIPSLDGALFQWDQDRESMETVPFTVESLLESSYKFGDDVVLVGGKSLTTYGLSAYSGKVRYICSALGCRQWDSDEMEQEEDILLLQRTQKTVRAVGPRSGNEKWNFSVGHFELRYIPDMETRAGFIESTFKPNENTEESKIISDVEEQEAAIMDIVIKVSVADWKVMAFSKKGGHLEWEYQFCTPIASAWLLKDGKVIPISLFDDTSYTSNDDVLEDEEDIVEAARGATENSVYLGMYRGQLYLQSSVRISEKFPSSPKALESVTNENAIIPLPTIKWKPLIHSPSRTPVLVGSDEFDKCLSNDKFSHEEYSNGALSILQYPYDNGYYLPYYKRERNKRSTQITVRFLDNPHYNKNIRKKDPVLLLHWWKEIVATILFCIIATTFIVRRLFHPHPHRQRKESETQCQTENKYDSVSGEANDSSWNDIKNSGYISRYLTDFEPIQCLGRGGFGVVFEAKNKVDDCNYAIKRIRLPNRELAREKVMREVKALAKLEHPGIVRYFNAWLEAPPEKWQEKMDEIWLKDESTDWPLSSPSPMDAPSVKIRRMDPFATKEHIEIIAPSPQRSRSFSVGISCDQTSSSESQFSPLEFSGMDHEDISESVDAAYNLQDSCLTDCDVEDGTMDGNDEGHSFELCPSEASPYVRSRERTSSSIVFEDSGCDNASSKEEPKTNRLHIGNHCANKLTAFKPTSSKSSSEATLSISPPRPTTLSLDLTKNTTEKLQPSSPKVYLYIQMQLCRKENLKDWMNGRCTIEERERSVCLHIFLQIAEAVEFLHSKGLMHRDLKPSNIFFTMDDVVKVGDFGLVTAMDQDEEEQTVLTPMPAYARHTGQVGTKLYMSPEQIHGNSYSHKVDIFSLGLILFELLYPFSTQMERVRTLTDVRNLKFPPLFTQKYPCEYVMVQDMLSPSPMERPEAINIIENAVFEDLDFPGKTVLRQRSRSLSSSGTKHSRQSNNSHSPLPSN
Active calls of the source: *; · = not tested or not shown; + = active, no number; & = joins results of further samples. A portion of the library; the hit share may differ from the screen's.

#1 CC(OC(=O)CCc1nc2ccccc2c(=O)[nH]1)C(=O)c1ccc(Br)cc1 (stereo not given)
#2 CC1=NN(c2ccccc2)C(=O)/C1=C\c1cn(-c2ccccc2)nc1C
#3 CCCCN(CC)Cc1c(O)ccc2c3c(c(=O)oc12)CCC3
#4 COc1ccc(CC(=O)NNC(=O)c2ccncc2)cc1
#5 CC1(C)CC(=O)C=C(Nc2ccccc2NC(=O)c2cnccn2)C1
#6 C=CCSc1nnc2c(n1)OC(c1c(C)[nH]n(-c3ccccc3)c1=O)Nc1ccccc1-2 (stereo not given)
#7 CC(C)(C)NC(=O)/C(=C\c1ccc(Br)cc1)NC(=O)c1cccs1
#8 Fc1cccc(NCc2cn3ccccc3n2)c1

assay / compound | 1 | 2 | 3 | 4 | 5 | 6 | 7 | 8
TNF death inh | 2.3 | -0.8 | 2.8 | -0.5 | 0.0 | -3.0 | -3.2 | -0.1
Hck-Nef inh | -28 | 26 | + | 22 | 4 | 0 | 0 | 1
Runt-SMMHC FRET | 0 | -6 | 73* | 1 | 1 | -2 | -3 | 3
Runt-CBFb FRET | -4 | -8 | 37 | 2 | 1 | 6 | -5 | 2
L929 necroptosis | 0.2 | 1.4 | 0.9 | 7.8 | 0.1 | -0.2 | -0.3 | 0.1
RBBP9 inhibitor | -4 | -6 | 9 | -9 | 0 | -7 | 4 | -12
EP2 modulator | -3 | -5 | 23 | 25 | 4 | 12 | 3 | 11&0
PGE2 EP2 inh | 9 | 8 | 9 | 10 | 14 | 13 | 13 | 7&9
PERK inh | -0.3 | 0.5 | -1.3 | 0.9 | -0.6 | 1.9 | 1.6 | 0.4

#9 COc1c(N2CCN(C(=S)NCc3ccccc3)C(C)C2)c(F)cc2c(=O)c(C(=O)O)cn(C3CC3)c12 (stereo not given)
#10 Cc1ccccc1-c1nnn(CC(=O)Nc2ccc3c(c2)OCO3)n1
#11 CCOC(=O)N/N=C/c1c(C)nn(-c2cccc(C(F)(F)F)c2)c1Cl
#12 CCCCNC(=O)NS(=O)(=O)c1ccc(NC(=O)C(NC(N)=O)C(C)CC)cc1 (stereo not given)
#13 COc1cccc(-c2nc(CC(=O)O)cs2)c1OC
#14 Clc1ccccc1CSc1nncn1NC/C=C/c1ccccc1
#15 O=C(O)C1CCCCN1S(=O)(=O)c1ccc(Cl)s1 (stereo not given)
#16 CC(C)NC(=O)CCCc1cn(C)c2ccccc12

assay / compound | 9 | 10 | 11 | 12 | 13 | 14 | 15 | 16
TNF death inh | -13 | -0.6 | -16 | 0.0 | 1.1 | 4.0 | 0.9 | 0.3
Hck-Nef inh | -2 | 12 | 2 | 27 | -2 | 1 | 4 | 1
Runt-SMMHC FRET | -18 | -3 | -5 | -1 | 5 | -1 | 1 | 0
Runt-CBFb FRET | 2 | 1 | -7 | 1 | -2 | -2 | 2 | -5
L929 necroptosis | 0.1 | 1.3 | 0.4 | 0.2 | 0.8 | 1.7 | 0.2 | 2.0
RBBP9 inhibitor | 1 | 1 | -6 | 0 | 4 | -4 | -3 | -11
EP2 modulator | 0 | -56 | 23 | 31 | 33 | -9 | 10 | -11
PGE2 EP2 inh | 34 | 5 | 8 | -1 | 10 | 8 | 11 | 11
PERK inh | -0.5 | -0.5 | -0.4 | 0.4 | 1.9 | -0.5 | 0.7 | 0.2

#17 CCOc1cc(C)c(C(C)C)cc1S(=O)(=O)N1CC(C)OC(C)C1 (stereo not given)
#18 Nc1nc(N2CCN(C/C=C/c3ccccc3)CC2)nc2ccccc12
#19 COc1ccc(/C=N/N(C(C)=O)c2nc(-c3ccc(C)cc3)cs2)cc1
#20 COc1ccc(/C(N)=N/OC(=O)C2CCC(=O)N2S(=O)(=O)c2ccc(C)cc2)cc1OC (stereo not given)
#21 CC(C)(C)OC(=O)N1CCN(c2ccc(NC(=O)Cn3nnc(-c4ccccc4)n3)cc2)CC1
#22 CC(=O)Nc1cc(C)c2nc(NC(C)=O)sc2c1
#23 O=C(c1ccco1)N1CCN(C(=O)C2CCCO2)CC1 (stereo not given)
#24 CC(=O)Oc1ccc(N2C(=O)C3C4C=CC(CC4)C3C2=O)cc1[N+](=O)[O-] (stereo not given)

assay / compound | 17 | 18 | 19 | 20 | 21 | 22 | 23 | 24
TNF death inh | -1.5 | 2.3 | -0.1 | 0.7 | 2.6 | 0.7 | -1.4 | 0.5
Hck-Nef inh | 2 | 2 | 0 | 2 | 7 | 22 | 6 | -4
Runt-SMMHC FRET | 0 | 2 | -2 | 4 | 0 | -1 | -4 | -4
Runt-CBFb FRET | -3 | -3 | 0 | -3 | 2 | 0 | -1 | 3
L929 necroptosis | -0.1 | 0.1 | 0.8 | 2.0 | 0.0 | 0.4 | -0.7 | 0.2
RBBP9 inhibitor | 2 | -8 | -12 | 1 | -4 | 5 | -7 | -1
EP2 modulator | 45 | -78 | 37 | 13 | 29&43 | -15&-8 | 16 | 11
PGE2 EP2 inh | 12 | 14 | 9 | 4 | 5&11 | 12&5 | 4 | 7
PERK inh | -0.6 | -0.1 | 0.3 | -1.0 | -1.2 | 1.3 | -0.4 | -0.2

#25 CC(=O)c1ccc(NC(=O)c2ccc(CNc3c(N4CCOCC4)c(=O)c3=O)cc2)cc1
#26 COc1ccc(-c2noc(CCC(=O)Nc3cccc(C)c3)n2)cc1
#27 O=C(Nc1ccon1)c1ccc(S(=O)(=O)N2CCOCC2)cc1
#28 COc1ccc(NC(=O)CCN2CCCC2)c(OC)c1
#29 O=C(CSCc1ccc([N+](=O)[O-])cc1)Nc1ccccc1C(=O)O
#30 CN(c1ccccc1C(=O)NCC1CCCO1)S(C)(=O)=O (stereo not given)
#31 COc1ccccc1-c1cc(C(F)(F)F)nc(S(=O)(=O)CCCC(=O)NC(C)C)n1
#32 CCCCS(=O)CC(COc1ccc(Cl)cc1)OC(=O)c1ccccc1 (stereo not given)

assay / compound | 25 | 26 | 27 | 28 | 29 | 30 | 31 | 32
TNF death inh | 0.4 | 0.6 | 0.4 | 0.0 | 0.7 | -0.5 | -11 | -1.0
Hck-Nef inh | 13 | 0 | -9 | 9 | 20 | 1 | 2 | 0
Runt-SMMHC FRET | 2 | 0 | -2 | 3 | 3 | 0 | -1 | -5
Runt-CBFb FRET | 3 | -2 | 1 | -1 | -1 | 1 | 1 | -9
L929 necroptosis | 0.0 | 0.6 | -0.1 | 0.7 | 20 | -0.4 | -0.4 | -0.4
RBBP9 inhibitor | -9 | -1 | -9 | 1 | -7 | -9 | -1 | -11
EP2 modulator | -40 | -75 | -12 | 24 | 15 | 17 | 48 | 13
PGE2 EP2 inh | 8 | 16 | 3 | 4 | 2 | 18 | 11 | 7
PERK inh | 0.9 | 0.4 | 0.4 | -0.1 | 0.6 | 0.5 | 0.7 | -0.7

#33 Nc1nc(SCC(=O)NCCO)nc2sc3c(c12)CCCC3
#34 CCc1ccc(C(=O)CN2C(=O)NC(C)(c3ccc(C)cc3)C2=O)cc1 (stereo not given)
#35 Cc1ccc(CCSc2ccc(F)cc2)cn1
#36 c1csc(C(c2nnnn2C2CCCC2)N2CCCC3(CCCCC3)C2)c1 (stereo not given)
#37 CN1CCNC(=O)C1CC(=O)N1CC=C(c2ccc(F)cc2)CC1 (stereo not given)
#38 COC(=O)c1c(-c2cc(C)ccc2C)csc1NC(=O)C1CC=CCC1C(=O)O (stereo not given)
#39 Cc1nn(Cc2ccc(F)cc2)c2sc(C(=O)Nc3ccccc3N3CCOCC3)cc12
#40 O=c1c2cc(NC(=S)N3CCCCCC3)ccc2nc2n1CCCCC2

assay / compound | 33 | 34 | 35 | 36 | 37 | 38 | 39 | 40
TNF death inh | 0.1 | 1.5 | 0.7 | 1.4 | 1.1 | 0.7 | 1.5 | 0.6
Hck-Nef inh | -36 | 1 | 7 | -13 | 7 | 19 | -1 | 6
Runt-SMMHC FRET | 0 | 1 | 1 | -9 | -7 | -1 | -2 | 2
Runt-CBFb FRET | -2 | · | -1 | 0 | 2 | -2 | -9 | -1
L929 necroptosis | 0.2 | 2.0 | 0.0 | -0.4 | -0.2 | 0.2 | 0.1 | 8.7
RBBP9 inhibitor | -15 | -8 | -6 | -5 | 2 | 5 | -9 | -2
EP2 modulator | -9 | 18 | -14 | 26 | 15 | 41 | 39 | -29
PGE2 EP2 inh | 5 | 6 | 14 | 4 | 5 | 13 | 7 | 11
PERK inh | -0.1 | 1.4 | 0.2 | 0.3 | 1.3 | 0.1 | 0.4 | -0.2

#41 O=C(c1cccnc1)N1CCN(c2ccccc2Cl)CC1
#42 COc1cc(SC#N)ccc1N=Cc1c(C)[nH]n(-c2ccc(Cl)cc2)c1=O
#43 O=C(Nc1ccc(Cl)c(Cl)c1)Nc1cc(C(=O)NC2CC2)ccc1Cl
#44 O=C(NCc1ccc2c(c1)OCO2)c1cccnc1Cl
#45 Cc1nn2c(NCc3ccccn3)cc(C(C)(C)C)nc2c1-c1ccccc1

assay / compound | 41 | 42 | 43 | 44 | 45
TNF death inh | -0.4 | -11 | 6.7 | 0.6 | 7.6
Hck-Nef inh | 8 | 10 | 1 | -1 | 11
Runt-SMMHC FRET | -5 | -42 | -3 | 4 | -3
Runt-CBFb FRET | 2 | 0 | 0 | 3 | -6
L929 necroptosis | -1.0 | -0.4 | 7.8 | -0.2 | 63
RBBP9 inhibitor | -4 | 2 | -5 | -11 | -8
EP2 modulator | -5 | 23 | 1 | 26 | 28
PGE2 EP2 inh | 4 | 16 | 20 | 1 | 8
PERK inh | 0.9 | 0.7 | 0.2 | -0.9 | 1.0
